Bioassay records (PubChem BioAssay)
ERp5 inh – inhibitors of human ERp5; Q15084; ERp5 insulin aggregation, absorbance 650 nm, 90 min; inhibition, % at 9.99 µM; hit rate 0.05% among 350,000; AID 651711;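 active = mean replicate inhibition above about 25%, with every replicate also reaching it, limit read from the data, passing the limit was not always enough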
RAD54 inh – blocks human RAD54 Holliday junction branch migration | hit rate 0.14% among 360,000 | FAM/BHQ fluorescence | Q92698 | AID 602329 | inhibition, % at 10.4 µM;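 active = mean normalized replicate activity at least 40 and at least half of replicates scoring 40 or more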;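 also: 0% = median of neutral control wells and 100% = median of positive control wells; inhibitors cause a drop in the FAM fluorescence signal; in these data hits start at about 50%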
E-sel inducer – induces E-selectin expression in human endothelial cells; HUVEC E-selectin immunofluorescence imaging; normalized: neutral wells 0, TNF-alpha wells 100; activation, % at 7.58 µM; hit rate 0.37% among 260,000; AID 686992;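 active = mean E-selectin-positive cell signal at least 10% of the positive control, reached in at least 60% of replicates, without over 20% cell loss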;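 also: in these data hits start at about 27%; measured in HUVEC primary endothelial cells; signal is the percent of cells scored E-selectin positive by PE staining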
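Read-out: % PE-positive cells | Test system: HUVEC | Doses: One compound dose added by pin transfer | Buffer or medium: EGM-2 over gelatin coat | Signal: Immunofluorescence imaging | Benchmarks: TNF-alpha, DMSO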
RAD52 inh – blocks human RAD52 DNA annealing; recombinant RAD52 DNA annealing, FRET fluorescence; inhibition, % at 18.7 µM; hit rate 0.46% among 360,000;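 active = every replicate showing at least 50% inhibition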
S100A4 inh HTS – inhibitors of human S100A4 binding to myosin IIA peptide | S100A4/TAMRA-MyoIIA peptide fluorescence polarization | inhibition, % at 10.7 µM | hit rate 0.14% among 360,000;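 active = mean inhibition of at least 70% across replicates, with every replicate also reaching that level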
Target sequence (P26447 whole entry, looked up): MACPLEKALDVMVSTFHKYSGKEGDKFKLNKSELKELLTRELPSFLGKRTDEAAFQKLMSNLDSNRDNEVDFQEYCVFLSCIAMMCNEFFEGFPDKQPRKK
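Compound dosing: one dose per compound; test system: human S100A4 monomer with TAMRA-labelled myosin IIA peptide; probe or stimulus: TAMRA-labelled myosin IIA heavy-chain peptide probe, 5 nM; medium: HEPES buffer with Ca2+, pH 7.2; schedule: 5 min incubation before reading; benchmarks: neutral control DMSO, positive control TFP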
esBAF inh – inhibitors of esBAF chromatin remodeling in mouse ES cells | reporter increase, % at 12.5 µM | AID 602393 | Bmi1-luciferase knock-in reporter, 24 h; 100% = twice the neutral-well signal | hit rate 2% among 350,000; in the data active = activation above about 40%;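 also: 0% = median of the plate's neutral control wells and 100% = double that signal; a rise in the Bmi1 reporter signal indicates esBAF inhibition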
ERAP1 HTS inh – inhibitors of human ERAP1 aminopeptidase; recombinant ERAP1, Leu-AMC fluorescence, 60 min; inhibition, % at 10.7 µM; hit rate 0.15% among 340,000; AID 652197;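 active = mean replicate inhibition of at least 30%, or all replicates individually reaching that 30% level; inactive = mean below 30% and not every replicate reaching it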;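 also: 0% = neutral control wells and 100% = L-leucinethiol positive control wells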
Target sequence (Q9NZ08 whole entry, looked up): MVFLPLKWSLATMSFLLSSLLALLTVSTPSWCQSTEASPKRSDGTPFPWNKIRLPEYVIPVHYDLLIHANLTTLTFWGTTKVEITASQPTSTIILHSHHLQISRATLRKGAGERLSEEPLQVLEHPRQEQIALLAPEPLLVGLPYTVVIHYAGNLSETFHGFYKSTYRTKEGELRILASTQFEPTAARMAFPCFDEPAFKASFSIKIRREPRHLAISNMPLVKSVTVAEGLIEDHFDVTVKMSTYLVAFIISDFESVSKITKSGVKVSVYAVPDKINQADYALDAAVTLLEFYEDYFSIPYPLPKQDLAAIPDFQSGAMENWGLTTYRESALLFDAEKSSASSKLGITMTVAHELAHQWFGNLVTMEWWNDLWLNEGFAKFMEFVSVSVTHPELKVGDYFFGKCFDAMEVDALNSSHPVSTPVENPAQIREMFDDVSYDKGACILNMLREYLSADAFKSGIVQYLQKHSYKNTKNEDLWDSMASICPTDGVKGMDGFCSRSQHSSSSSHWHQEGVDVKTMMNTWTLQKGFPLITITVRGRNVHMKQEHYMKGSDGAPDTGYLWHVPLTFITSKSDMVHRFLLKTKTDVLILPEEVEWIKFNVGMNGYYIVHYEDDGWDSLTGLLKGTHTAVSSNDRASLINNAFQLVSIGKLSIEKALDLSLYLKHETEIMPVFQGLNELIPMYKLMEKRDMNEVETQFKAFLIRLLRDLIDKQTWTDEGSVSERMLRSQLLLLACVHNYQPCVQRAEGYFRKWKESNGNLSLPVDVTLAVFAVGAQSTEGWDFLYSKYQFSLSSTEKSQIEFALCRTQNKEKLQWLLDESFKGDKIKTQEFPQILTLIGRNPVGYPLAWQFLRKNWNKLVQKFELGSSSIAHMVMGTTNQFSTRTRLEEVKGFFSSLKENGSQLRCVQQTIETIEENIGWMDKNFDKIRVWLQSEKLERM
Xi reactivation – X-chromosome reactivation activator; XiGFP mouse fibroblasts, % GFP-positive cells imaging, 3 d; cells co-treated with 5-aza-dC sensitizer; scaled so ellipticine positive control = 100%; activation, % at 7.58 µM; hit rate 0.055% among 360,000; AID 743238;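 active = mean normalized replicate activation at least 10% and every replicate at or above 10%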;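 also: 0% = median of on-plate neutral control wells and 100% = ellipticine 6 µM median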
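Material: XiGFP fibroblasts, SV40-immortalized. Buffer or medium: DMEM plus 5-aza-dC sensitizer. Compound: single concentration per compound, delivered by pin transfer. Times: 3 days compound exposure. Controls: ellipticine 6 µM.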
The depositor's hits bear a star; / = no result given; & = joins results of further samples.

SMILES | ERp5 inh | RAD54 inh | E-sel inducer | RAD52 inh | S100A4 inh HTS | esBAF inh | ERAP1 HTS inh | Xi reactivation
C[C@@H]1CN([C@@H](C)CO)C(=O)CCCn2nncc2CO[C@@H]1CN(C)C(=O)c1ccncc1 | 3&-6&-2 | -6&-15&-2 | -0.1&0.2 | -4&16&3 | 0&2&4 | 5&0&0 | -10&1&2 | 0.1&-0.2
COc1cccc(C(=O)c2c(C)c(CCC#N)n3ccccc23)c1OC | -2 | / | / | -20 | -3 | / | 4 | 0.2
C[C@@H]1CN([C@@H](C)CO)C(=O)Cc2cc(NC(=O)Nc3ccc4c(c3)OCO4)ccc2O[C@@H]1CN(C)S(=O)(=O)c1ccc(Cl)cc1 | 1 | 2 | -14 | 0 | -1 | -4 | 2 | 0.0
O=C(c1cc(-c2cccc(Cl)c2)on1)N1CCN(c2ccc(F)cc2)CC1 | 3 | -3 | / | 1 | 8 | -8 | -1 | 0.0
CCCC#Cc1ccc([C@H]2[C@@H](C#N)N(C(=O)C3CCOCC3)[C@H]2CO)cc1 | 0 | -11 | -0.2 | -45 | 5 | -6 | 2 | 0.3
COc1cccc(-c2cn(CC[C@@H]3CC[C@@H](NC(=O)CN(C)C)[C@H](CO)O3)nn2)c1 | -2 | 1 | -0.7 | -6 | 8 | 3 | -4 | 1.0
CC(C(=O)Nc1ccc2c(c1)OCCO2)N(C)Cc1c(F)cccc1Cl (configuration not stated) | 4 | / | / | -20 | -9 | / | 0 | 0.1
CC(=O)NC(CC(=O)Nc1cc(Cl)ccc1-n1cncn1)c1ccccc1 (configuration not stated) | 3 | -6 | / | -13 | -4 | 0 | -3 | 0.2
COc1cc(NC(=S)NCCO)c(OC)cc1Cl | -20 | -2 | 0.1 | -9 | -8 | 0 | / | 0.0
O=C(COc1ccc(Br)cc1Cl)NC(=O)NCc1ccccc1 | -4 | / | / | -8 | 4 | / | 1 | -0.2
O=C1NC(=S)S/C1=C\c1ccc2ccccc2c1 | 0 | -3 | 0.1 | -25 | 7 | 21 | -7 | 0.0
CCN1CCCC1CNC(=O)c1cc(N)ccc1OC (configuration not stated) | -1 | 32 | -2.1 | 90* | 3 | / | -5 | 0.0
C[C@H](O)C#Cc1cnc2c(c1)C(=O)N([C@@H](C)CO)C[C@H](C)[C@H](CN(C)C(=O)Nc1ccc(C(F)(F)F)cc1)O2 | -2 | 8 | 0.7 | 5 | -2 | 2 | / | -0.9
CC(=O)c1c(C)[nH]c(C(=O)NC2CCSc3ccccc32)c1C (configuration not stated) | 0 | -9 | 0.0 | -9 | -3 | 8 | -2 | -0.1
C/C=C/c1cnc2c(c1)C(=O)N([C@H](C)CO)C[C@@H](C)[C@@H](CN(C)C(=O)c1ccc3c(c1)OCO3)O2 | -2 | -6 | 1.5 | 1 | 1 | 0 | 7 | -1.2
O=C1/C(=C/c2cccs2)NC(=S)N1C1CC1 | -3 | 3 | 7.3 | -16 | 6 | 3 | 6 | 0.1
COc1cccc(OC)c1C(=O)NC(=S)Nc1ccc2oc(-c3ccncc3)nc2c1 | 3 | -10 | 0.8 | -4 | 2 | 39 | -4 | 0.0
COc1cc(NC(=O)CSc2ccc(-c3cccnc3)nn2)cc(OC)c1 | 1 | 16 | -1.1 | -9 | 3 | -7 | 1 | -0.1
CC(C)[N+]1(C)[C@@H]2CC[C@@H]1CC(OC(=O)C(CO)c1ccccc1)C2 (some centres not stated) | -2 | -11 | 2.3 | 8 | -2 | 5 | -1 | 0.0
COc1ccccc1CNS(=O)(=O)c1ccc(Br)s1 | / | 7 | -0.2 | / | / | 3 | / | 0.0
C=CCOc1ccc(CN(C)c2ccc(S(=O)(=O)N3CCN(C)CC3)cc2[N+](=O)[O-])cc1 | -3 | 0 | 0.2 | -14 | 0 | 3 | 0 | -0.1
O=c1cnc(-c2ccc(Cl)cc2)cn1O | -4 | / | / | -6 | -6 | / | -1 | 0.1
Cc1ccc(N2C(=S)NC3c4ccccc4OC2(C)C3C(=O)N(C)C)cc1 (configuration not stated) | -1 | -8 | 4.5 | -9 | -2 | -4 | -3 | 0.2
C[C@H]1CN([C@@H](C)CO)C(=O)c2cc(NC(=O)Nc3ccc4c(c3)OCO4)ccc2O[C@@H]1CN(C)Cc1ccccc1 | 7 | 5 | -0.3 | 9 | 9 | 5 | -2 | 0.0
CC(=O)COC(=O)CCc1nc2ccccc2[nH]c1=O | 4 | 8 | / | -12 | -13 | 1 | -2 | /
COc1ccc2c(c1)oc(=O)c1cc(OC)ccc12 | 5 | -2 | / | -4 | 1 | 79* | 0 | /
CC(C)NC(=O)Nc1ccc2c(c1)C(=O)N([C@H](C)CO)C[C@H](C)[C@@H](CN(C)Cc1ccccc1)OCCCC[C@@H](C)O2 | 3 | 10 | -0.1 | -6 | -9 | -6 | -1 | 0.0
C[C@H]1CN([C@@H](C)CO)C(=O)c2cc(NC(=O)Nc3ccc(F)cc3)ccc2O[C@@H]1CN(C)CC1CCCCC1 | -3 | -6 | 0.7 | 3 | 8 | 3 | -2 | 0.4
COC(=O)c1cccc(Nc2c3c(nc4ccccc24)CCC3)c1 | 0 | 24 | 0.5 | 26 | 2 | -8 | -4 | 0.0
COc1ccc(-c2ccc(CCC(=O)O)n2Cc2ccco2)cc1 | -1 | / | / | -17 | -5 | / | 7 | 0.2
O=S(=O)(c1ccc(Br)cc1)N1CCN(c2ccccc2)CC1 | -3 | 10 | / | -13 | 7 | -4 | -3 | 0.2
CCN(C(=O)CN1CC(C)OC(C)C1)c1c(N)n(Cc2ccccc2)c(=O)[nH]c1=O (configuration not stated) | 14 | / | / | -9 | -1 | / | -2 | -0.1
C[C@@H]1CN([C@@H](C)CO)C(=O)c2cc(NC(=O)Nc3ccc(C(F)(F)F)cc3)ccc2O[C@@H](C)CCCCO[C@H]1CN(C)S(=O)(=O)c1ccccc1 | 0 | 0 | 0.1 | -1 | 22 | 1 | 4 | 0.3
Cc1cc(C(=O)N/N=C/c2ccc(-c3ccccc3Cl)o2)n[nH]1 | 1 | 11 | 1.0 | -16 | -1 | / | -1 | 0.1
O=c1ccc(-c2nc3ccccc3n2Cc2ccccc2Cl)c[nH]1 | -2 | / | -0.6 | -6 | 7 | 4 | -5 | 0.0
C[C@H](NC(=O)[C@@H]1CCCN1C(=O)[C@@H]1CCCN1C(=O)c1cccc(Cl)c1)c1ccccc1 | 3 | / | -0.1 | -5 | 0 | / | 1 | -0.1
CCN(C(=O)COC(=O)Cc1c[nH]c2ccccc12)c1c(N)n(Cc2ccccc2)c(=O)[nH]c1=O | -3 | 4 | 0.7 | -16 | -13 | -4 | 4 | 0.0
Cc1ccc(N2C(=O)N3[C@H](c4ccc(F)cc4)[C@@H]4C(=O)N(C5CCCCC5)C(=O)[C@@H]4[C@]3(Cc3ccccc3)C2=O)cc1 | -3 | 2 | -0.2 | -2 | 0 | -3 | -4 | 0.1
COc1ccc(NS(=O)(=O)c2cccc(C(=O)NNC(=O)c3ccc(O)c(Cl)c3)c2)cc1 | 1 | 3 | -0.4 | -6 | -14 | -4 | 0 | 0.0
Cc1ccc2c(CN3CCN(Cc4ccccc4)CC3)cc(=O)oc2c1C | 0 | 2 | 0.1 | 3 | -1 | -3 | -4 | 0.1
C[C@H]1CCCCO[C@H](CN(C)Cc2ccccc2)[C@@H](C)CN([C@@H](C)CO)C(=O)c2cc(NC(=O)Nc3ccccc3)ccc2O1 | 2 | -4 | / | 23 | -16 | -1 | 2 | 0.0
CCCCC(NC(C)=O)c1nc2ccccc2[nH]1 (configuration not stated) | -5 | -9 | / | 2 | -1 | -7 | -1 | 0.0
Cc1cccc(CC(=O)N2CCN=C2SCc2ccc([N+](=O)[O-])cc2)c1 | -2 | / | 8.7 | -11 | 7 | / | 1 | 0.1
CC(=O)N1CCN(c2ccc(N3CCN(Cc4ccccc4)[C@@H](C)C3)c(C)c2)[C@H](C)C1 | -4 | / | -0.3 | -22 | -13 | / | 0 | 0.3
Cc1noc(C)c1NC(=O)N(C)C[C@H]1Oc2c(NC(=O)C3CCCCC3)cccc2C(=O)N([C@H](C)CO)C[C@@H]1C | 2&3 | -3&0 | 0.3 | 3&-11 | 1&-1 | -3&-2 | -2&-3 | -0.8&0.2
Cc1ccc(OCCNC(=O)c2ccccc2N)cc1 | -1 | 14 | -0.1 | -14 | 6 | 13 | / | 0.4
COc1ccc(C(=O)CCC(=O)NCc2cc(OC)cc(OC)c2)cc1 | 1 | -9 | / | -14 | 4 | -2 | -1 | 0.0
Cc1cc(C(=O)COC(=O)c2ccc(N)cc2)c(C)n1-c1c(C)n(C)n(-c2ccccc2)c1=O | -1 | / | / | -3 | 0 | / | -2 | 0.3
Cc1ccc(S(=O)(=O)CCC(=O)OCc2nc(N)nc(Nc3ccccc3C)n2)cc1 | 6 | 4 | / | -16 | -1 | 3 | -7 | 0.3
N#Cc1cccc(NCC(=O)Nc2ccc3c(c2)OCCO3)c1 | 0 | 4 | -2.4 | -12 | -7 | / | 3 | -0.1
Other compounds.
SMILES | ERp5 inh | RAD54 inh | E-sel inducer | RAD52 inh | S100A4 inh HTS | esBAF inh | ERAP1 HTS inh | Xi reactivation
COc1ccc2[nH]c(=O)c(CN(CCO)C(=O)c3ccccc3F)cc2c1 | -2 | 10 | / | -3 | 1 | 1 | 0 | /
C[C@@H]1CN([C@@H](C)CO)C(=O)Cc2cc(NS(=O)(=O)c3ccc(Cl)cc3)ccc2O[C@H]1CN(C)Cc1ccc(C(=O)Nc2ccccc2N)cc1 | -2 | -8 | 2.3 | 3 | -2 | -23 | 0 | 0.1
COc1ccc(-c2ccc([C@@H]3[C@@H](CO)N4CCCCN(C(=O)c5ccc6c(c5)OCO6)C[C@@H]34)cc2)cc1 | 1 | -8 | 0.0 | -47 | 19 | 3 | 0 | 0.3
O=C(NCCCN1CCOCC1)Nc1ccc(Cc2ccc(NC(=O)NCCCN3CCOCC3)cc2)cc1 | 4 | / | -2.8 | 8 | -5 | / | -4 | -0.4
CCN(CC)C(=O)c1ccc2c(=O)n(Cc3ccc4c(c3)OCO4)c(=S)[nH]c2c1 | -3 | 7 | 9.6 | -4 | -2 | 11 | -5 | 0.1
Cc1cccc(C)c1NC(=O)CN(C)CC(=O)N(C)CC(=O)Nc1ccccc1Br | -5 | 11 | -0.8 | -1 | -11 | 6 | 2 | 0.0
CCC(C(=O)NCc1ccccc1)n1c(C2CCN(C(C)=O)CC2)nc2ccccc21 (configuration not stated) | -3 | / | 0.0 | -6 | 2 | / | -6 | -0.1
C[C@H](CO)N1C[C@H](C)[C@@H](CN(C)Cc2ccccn2)Oc2ncc(C#CCc3ccccc3)cc2C1=O | -2 | -3 | -0.1 | -13 | 45 | -3 | 1 | 1.0
Cn1c(N2CCC(C(N)=O)CC2)nc2c1c(=O)n(Cc1ccc(Cl)cc1)c(=O)n2C | 2 | 4 | / | -3 | -1 | -2 | -1 | /
Cn1c(CO)nc2c3ccccc3ccc21 | 5 | / | -0.1 | -10 | 5 | / | / | 0.2
